# Dyrk1A ADPGlo: blocks rat Dyrk1A kinase activity | actives 0.43% (n = 310,000) | inhibition, % at 12.5 µM | ADP-Glo luminescence, NFATc1 peptide | AID 504441 | Q63470; in the data active = inhibition above about 50%;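 also: plate controls were vehicle with enzyme for no effect and no enzyme for full effect; many of its hits are not listed in these tables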
# hERG rescue: compounds protecting human hERG from proarrhythmic drug block; CHO-hERG, FluxOR thallium flux, dofetilide IC70 present; activation (rescue from dofetilide block), less the hit threshold, % at 10 µM; actives 0.51% (n = 310,000);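 active = activation above the mean of controls blocked by dofetilide plus 5 SD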;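 also: thallium influx through hERG after potassium depolarization seen as dye fluorescence rise; in these data hits start at about 4.7%; inactives centre near -7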
# TMEM16A inh: blocks the mouse calcium-activated chloride channel TMEM16A; HEK293 TMEM16A/YFP iodide influx fluorescence, ionomycin; normalized B-score (activity score, 25-100; higher = stronger inhibition) at 10 µM; actives 1.2% (n = 310,000); AID 588511;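 active = ratio plate-corrected score three or more library SD toward inhibition, starting fluorescence score within five deviations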;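 also: score derived from kinetic fluorescence span divided by baseline fluorescence per well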
# KCNK9 inh: blocks the human KCNK9 two-pore domain potassium channel; AID 488922; HEK293 KCNK9, FluxOR thallium flux fluorescence; hits give low values; Q9NPC2; B-score at 10 µM; actives 1.2% (n = 310,000);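 active = ratio B-score over 3 SD below the library mean, with starting fluorescence within 5 SD of its mean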;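 also: negative B-score means less thallium flux so channel inhibition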
# Target sequence (Q9NPC2 whole entry, looked up, the tested form may be a part): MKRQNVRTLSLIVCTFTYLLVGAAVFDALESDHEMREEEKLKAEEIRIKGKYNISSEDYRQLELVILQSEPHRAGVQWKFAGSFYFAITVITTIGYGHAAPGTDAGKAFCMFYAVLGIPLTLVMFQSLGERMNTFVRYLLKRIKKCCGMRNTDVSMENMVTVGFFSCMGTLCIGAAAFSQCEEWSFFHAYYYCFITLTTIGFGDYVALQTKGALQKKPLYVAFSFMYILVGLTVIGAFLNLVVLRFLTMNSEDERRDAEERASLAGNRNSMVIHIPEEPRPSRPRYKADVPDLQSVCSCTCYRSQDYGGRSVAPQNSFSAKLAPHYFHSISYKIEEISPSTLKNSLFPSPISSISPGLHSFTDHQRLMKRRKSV
# TMEM16A act: activators or potentiators of mouse TMEM16A chloride channel | B-score at 10 µM | HEK293 TMEM16A/YFP-H148Q/I152L, iodide quench fluorescence; hits give low values | AID 623877 | actives 0.3% (n = 340,000);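 active = fluorescence-ratio B-score plate-corrected deviation score at least 3 library SD below zero, with starting fluorescence score within 5 deviations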;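 also: channel opened by trigger with iodide after compound preincubation; score built on the fluorescence ratio of max minus min over baseline; more negative score means more quench and so TMEM16A activation or potentiation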
# HDAC3 inh: blocks human histone deacetylase 3 | O15379 | recombinant HDAC3, fluorogenic peptide/trypsin coupled, fluorescence | inhibition, % at 8.3 µM | actives 0.15% (n = 320,000) | AID 2718; in the data active = inhibition above about 26%, passing the limit was not always enough
# KCNK3 inh: human KCNK3 channel inhibition, primary screen; O14649; CHO-KCNK3 thallium flux, FluxOR fluorescence; hits give low values; B-score at 10 µM; actives 0.84% (n = 340,000); AID 602410;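 active = B-score under library mean minus 4 SD, starting fluorescence ratio at most library mean plus 5 SD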;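 also: more negative B-score means stronger inhibition of thallium flux through KCNK3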
# Target sequence (O14649 whole entry, looked up): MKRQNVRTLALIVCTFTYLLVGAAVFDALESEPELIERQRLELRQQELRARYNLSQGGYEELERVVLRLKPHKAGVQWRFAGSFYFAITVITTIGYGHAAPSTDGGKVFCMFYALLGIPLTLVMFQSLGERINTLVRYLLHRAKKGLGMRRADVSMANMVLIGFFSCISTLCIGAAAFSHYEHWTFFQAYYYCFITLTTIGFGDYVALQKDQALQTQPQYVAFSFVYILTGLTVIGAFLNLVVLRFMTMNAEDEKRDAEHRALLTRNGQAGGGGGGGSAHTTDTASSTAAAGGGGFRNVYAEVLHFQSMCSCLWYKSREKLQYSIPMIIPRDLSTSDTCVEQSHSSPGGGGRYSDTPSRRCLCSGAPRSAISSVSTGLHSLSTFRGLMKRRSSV
# TRPC4 act: TRPC4 (mouse) channel activation | Q9QUQ5 | HEK293 TRPC4beta/mu-opioid, Fluo4 calcium fluorescence; hits give high values | B-score at 10 µM | actives 0.49% (n = 310,000) | AID 2237;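 active = B-score above 5 SD of library B-scores, and initial fluorescence ratio not above library mean plus 5 SD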;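 also: positive B-score marks a calcium rise read as TRPC4 activation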
#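 System – HEK293 cells stably co-expressing mouse TRPC4beta and mu-opioid receptor · Signal – Fluo4 calcium-sensitive dye fluorescence, kinetic, 1 Hz baseline · Benchmarks – buffer (low) and maximal DAMGO (high) · Read-out – B score of integrated fluorescence ratio per well · Incubation – dye loading 45 min room temperature, 110 s kinetic read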
# KCNQ1 act: potentiators or activators of human KCNQ1 potassium channel. CHO-K1 KCNQ1, thallium flux FluxOR fluorescence; hits give high values. B-score at 10 µM. actives 0.35% (n = 310,000);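 active = fluorescence ratio B-score, a plate-corrected score, at least three library SD, with initial intensity B-score within 5 SD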
#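 Assay system: CHO-K1 cells stably expressing KCNQ1. Medium: assay buffer for compound exposure, DMSO matched across wells. Timing: 37 °C overnight plating, 90-min dark dye load, 20-min compound pretreatment. Signal: kinetic FluxOR fluorescence, 10 s baseline plus 110 s post-stimulus.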
# TRPC4 potent: TRPC4 (mouse) allosteric potentiation; HEK293 TRPC4beta/mu-opioid, DAMGO EC20, Fluo-4 Ca2+ flux; hits give high values; AID 2227; actives 0.42% (n = 310,000); B-score at 10 µM;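 active = B-score of calcium response area above 5 SD of library B-scores, with initial fluorescence ratio within 5 SD of library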;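 also: B-score of integrated fluorescence ratio over time as area under calcium response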
# KCNQ1 inh: blocks the human KCNQ1 potassium channel; P51787; CHO-K1 KCNQ1, FluxOR thallium flux fluorescence; hits give high values; B-score at 10 µM; actives 1.3% (n = 310,000);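 active = compounds whose thallium flux B-score, printed positive for inhibition, exceeds three library SD while starting fluorescence stays within three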;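 also: channel opened by potassium depolarization with thallium stimulus after 20 min compound exposure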
# * hit, by the source's call; i = inactive; nt = no result given. An excerpt; count on the stated rates, not on these rows.
# The first 2 compounds, to show the layout:
SMILES,Dyrk1A ADPGlo,hERG rescue,TMEM16A inh,KCNK9 inh,TMEM16A act,HDAC3 inh,KCNK3 inh,TRPC4 act,KCNQ1 act,TRPC4 potent,KCNQ1 inh
COc1ccc(S(=O)(=O)N2CCCC2CNC(=O)C(=O)NCc2ccc(C)cc2)cc1 (configuration not stated),-5,-11,i,i,i,-2,i,i,i,i,i
CCn1c(SC2CCOC2=O)nnc1-c1ccc(Cl)cc1 (configuration not stated),-1,-3,i,i,i,-4,i,i,i,i,i

# This part in full, previewed entries included:
SMILES,Dyrk1A ADPGlo,hERG rescue,TMEM16A inh,KCNK9 inh,TMEM16A act,HDAC3 inh,KCNK3 inh,TRPC4 act,KCNQ1 act,TRPC4 potent,KCNQ1 inh
COc1ccc(S(=O)(=O)N2CCCC2CNC(=O)C(=O)NCc2ccc(C)cc2)cc1 (configuration not stated),-5,-11,i,i,i,-2,i,i,i,i,i
CCn1c(SC2CCOC2=O)nnc1-c1ccc(Cl)cc1 (configuration not stated),-1,-3,i,i,i,-4,i,i,i,i,i
COc1cc(/C=C2/C(=N)N3N=C(CC(=O)N4CCOCC4)SC3=NC2=O)ccc1OCc1ccc(F)cc1,5,-6,i,i,i,1,i,i,i,i,i
O=C(NCCc1ccccc1)c1cc(-c2ccc3c(c2)OCO3)on1,1,-2,i,i,i,1,i,i,i,i,i
COc1ccc2nc(-c3ccc(F)cc3)sc2c1,3,-7,i,i,i,-22,i,i,i,i,i
CCOC(=O)CNCCC(=O)c1ccc(Br)cc1,0,-7,i,i,i,1,i,i,i,i,i
Cc1ccc(NC(=O)COc2ccc(C(=O)NCCc3ccccc3)cc2)cc1,nt,-9,i,i,nt,2,nt,i,i,i,i
O=C(COc1ccccc1)Nc1ccc2[nH]ncc2c1,9,-13,i,i,i,8,i,i,i,i,i
O=C(c1ccc(S(=O)(=O)N2CCCC2)cc1)N1CCN(c2cccc(Cl)c2)CC1,-9,-12,i,i,i,4,i,i,9*,i,i
CC1CCN(C(=S)c2cccc(O)c2)CC1,-1,-10,i,i,i,2,i,i,i,i,i
O=C(O)CC1NC(=S)N(c2ccccc2)C1=O (configuration not stated),5,-5,i,i,i,1,i,i,i,i,i
CN(CC(=O)Nc1ccccc1Cl)C(=O)c1ccc(COc2ccccc2)cc1,-3,-13,i,i,i,2,i,i,i,i,i
CCOC(=O)c1cnc2ccc(OCC)cc2c1N1CCN(C)CC1,34,-7,i,i,i,nt,i,i,i,i,i
CC(=O)c1ccc(N2CCN(C3CCC(C(C)(C)C)CC3)CC2)cc1 (configuration not stated),7,-8,i,i,i,2,i,i,i,i,i
Cc1ccccc1NC(=O)/C(C#N)=C/c1ccc(-c2ccc(Cl)c(C(=O)O)c2)o1,10,-10,i,i,i,6,i,i,i,i,i
Cc1ccn(-c2ccc(NC(=O)c3cccs3)cc2)n1,4,-6,i,i,i,2,i,i,i,i,i
Cc1noc(C)c1S(=O)(=O)N1CCC(C(=O)N2CCN(c3ccccc3Cl)CC2)CC1,3,-4,i,i,i,-8,i,i,i,i,i
CCOc1cc2c3c(c1)C(C)CC(C)(C)N3C(=O)C2=O (configuration not stated),1,-10,i,i,i,-1,i,i,i,i,i
COc1cc(/C=N/n2c(-c3ccccc3)n[nH]c2=S)cc(OC)c1O,-10,-9,i,i,i,-1,i,i,i,i,i
OCC1(Cc2ccccc2)CCN(Cc2cnn(-c3ccccc3F)c2)CC1,-5,-14,i,i,i,0,i,i,i,i,i

# 18 entries from above, reformatted.
# Under each structure: Dyrk1A ADPGlo	hERG rescue	TMEM16A inh	KCNK9 inh	TMEM16A act	HDAC3 inh	KCNK3 inh	TRPC4 act	KCNQ1 act	TRPC4 potent	KCNQ1 inh
> COc1ccc(S(=O)(=O)N2CCCC2CNC(=O)C(=O)NCc2ccc(C)cc2)cc1 (configuration not stated)
 : -5	-11	i	i	i	-2	i	i	i	i	i
> CCn1c(SC2CCOC2=O)nnc1-c1ccc(Cl)cc1 (configuration not stated)
 : -1	-3	i	i	i	-4	i	i	i	i	i
> COc1cc(/C=C2/C(=N)N3N=C(CC(=O)N4CCOCC4)SC3=NC2=O)ccc1OCc1ccc(F)cc1
 : 5	-6	i	i	i	1	i	i	i	i	i
> O=C(NCCc1ccccc1)c1cc(-c2ccc3c(c2)OCO3)on1
 : 1	-2	i	i	i	1	i	i	i	i	i
> COc1ccc2nc(-c3ccc(F)cc3)sc2c1
 : 3	-7	i	i	i	-22	i	i	i	i	i
> CCOC(=O)CNCCC(=O)c1ccc(Br)cc1
 : 0	-7	i	i	i	1	i	i	i	i	i
> Cc1ccc(NC(=O)COc2ccc(C(=O)NCCc3ccccc3)cc2)cc1
 : nt	-9	i	i	nt	2	nt	i	i	i	i
> O=C(COc1ccccc1)Nc1ccc2[nH]ncc2c1
 : 9	-13	i	i	i	8	i	i	i	i	i
> O=C(c1ccc(S(=O)(=O)N2CCCC2)cc1)N1CCN(c2cccc(Cl)c2)CC1
 : -9	-12	i	i	i	4	i	i	9*	i	i
> CC1CCN(C(=S)c2cccc(O)c2)CC1
 : -1	-10	i	i	i	2	i	i	i	i	i
> O=C(O)CC1NC(=S)N(c2ccccc2)C1=O (configuration not stated)
 : 5	-5	i	i	i	1	i	i	i	i	i
> CN(CC(=O)Nc1ccccc1Cl)C(=O)c1ccc(COc2ccccc2)cc1
 : -3	-13	i	i	i	2	i	i	i	i	i
> CCOC(=O)c1cnc2ccc(OCC)cc2c1N1CCN(C)CC1
 : 34	-7	i	i	i	nt	i	i	i	i	i
> CC(=O)c1ccc(N2CCN(C3CCC(C(C)(C)C)CC3)CC2)cc1 (configuration not stated)
 : 7	-8	i	i	i	2	i	i	i	i	i
> Cc1ccccc1NC(=O)/C(C#N)=C/c1ccc(-c2ccc(Cl)c(C(=O)O)c2)o1
 : 10	-10	i	i	i	6	i	i	i	i	i
> Cc1ccn(-c2ccc(NC(=O)c3cccs3)cc2)n1
 : 4	-6	i	i	i	2	i	i	i	i	i
> Cc1noc(C)c1S(=O)(=O)N1CCC(C(=O)N2CCN(c3ccccc3Cl)CC2)CC1
 : 3	-4	i	i	i	-8	i	i	i	i	i
> CCOc1cc2c3c(c1)C(C)CC(C)(C)N3C(=O)C2=O (configuration not stated)
 : 1	-10	i	i	i	-1	i	i	i	i	i

# Following part.
SMILES,Dyrk1A ADPGlo,hERG rescue,TMEM16A inh,KCNK9 inh,TMEM16A act,HDAC3 inh,KCNK3 inh,TRPC4 act,KCNQ1 act,TRPC4 potent,KCNQ1 inh
CCOC(=O)c1c(NC(=O)CCl)sc(CN(C)C)c1-c1ccccc1,0,-11,i,i,i,9,i,i,i,i,i
COc1ccc(C2=NN(C(=O)c3ccccc3)C(c3ccc(OC)c(OC)c3)C2)c(O)c1 (configuration not stated),2,-13,nt,i,i,nt,i,i,i,i,i
Cc1cc(NS(=O)(=O)c2ccc(NC(=O)C(c3ccccc3)c3ccccc3)cc2)no1,-3,-15,i,i,i,3,i,i,i,i,i
CCOc1ccc(N(C)S(=O)(=O)c2ccc(C)c(C(=O)OCC(=O)c3c[nH]c4ccccc34)c2)cc1,-1,-10,i,-7.6*,i,15,i,i,i,i,i
O=C(Nc1nnc(C23CC4CC(CC(C4)C2)C3)s1)c1ccc(N2C(=O)CCC2=O)cc1,6,-5,i,i,i,-5,i,i,i,i,i
Cc1ccc(-c2cc(C(=O)N/N=C/C=C/c3ccccc3)n[nH]2)o1,-3,-6,i,i,i,9,i,i,i,i,i
O=C1/C(=C/c2ccc(F)c(F)c2)CSc2sccc21,-8,-12,i,i,i,-3,i,i,i,i,i
CCN1CCN(C(=O)NC(c2ccc(C)c(F)c2)C(Cl)Cl)CC1 (configuration not stated),-5,-4,i,i,i,1,i,i,i,i,i
CC1N(C(=O)N(C)C)CCN1S(=O)(=O)c1ccccc1 (configuration not stated),3,-1,i,i,i,-11,i,i,i,i,i
[O-]/C(=C(\C(=S)Nc1ccccc1F)[n+]1ccccc1)c1ccc(-c2ccccc2)cc1,nt,-2,i,i,i,3,i,i,i,i,i
Cc1cc(C)cc(N=C(NO)c2cccc([N+](=O)[O-])c2)c1,1,-5,i,i,i,7,i,i,i,i,i
NCC(=O)NNC(=O)OCC1c2ccccc2-c2ccccc21,2,-8,i,i,i,10,i,i,i,i,i
CCSc1nc2sc3c(c2c2[n+]1CC(CBr)O2)CCCC3 (configuration not stated),nt,-17,i,i,i,0,i,i,i,i,i
CNc1cc(CSC)nc(SCc2ccc(Cl)cc2Cl)n1,-3,-4,i,-12*,i,5,-9.2*,i,i,i,i
CC(C)CC(=O)N1CCN(Cc2cccc(Cl)c2)CC1,-6,-7,i,i,i,0,i,i,i,i,i
COc1ccc(N(C(=O)c2cnccn2)C(C(=O)NC2CCCCC2)c2cc(OC)c(OC)c(OC)c2)cc1 (configuration not stated),-5,-6,i,i,i,-10,i,i,i,i,i
Cc1[nH]nc2c1C1(CCN(C(=O)OCc3ccccc3)CC1)C(C#N)=C(N)O2,5,-24,i,i,i,-3,i,i,i,i,i
Cc1ccc(OCC(=O)NC2CCCc3ccccc32)c(C)c1 (configuration not stated),4,-11,i,i,i,3,i,i,i,i,i
CC(=O)c1ccc(NC(=O)/C(=C\c2ccco2)NC(=O)c2ccco2)cc1,6,-4,i,i,i,8,i,i,i,i,i
OCC1(Cc2cccc(F)c2)CCN(Cc2cccc3nccnc23)CC1,-3,-12,i,i,i,2,i,i,i,i,i
O=C(CN1CCN(Cc2ccccc2F)C1=O)NC1CCCC1,12,-10,i,i,i,0,i,i,i,i,i
Cn1c(CSc2ncccn2)nnc1SCC(=O)N1CCCc2ccccc21,5,-7,i,i,i,3,i,i,i,i,i
CCCCNC(=O)COC(=O)c1ccccc1F,-3,-18,i,i,i,-5,i,i,i,i,i
CCCCCN(C(=O)CCC(=O)OC(C)C(=O)c1ccccc1)c1c(N)n(CCCC)c(=O)[nH]c1=O (configuration not stated),1,-7,i,i,i,1,i,i,i,i,i
COc1ccc2nc(SCC(=O)Nc3cc(C)on3)[nH]c2c1,4,-14,i,i,i,9,i,i,i,i,i
Cn1nnnc1SCC(=O)Nc1ccc(S(=O)(=O)N2CCOCC2)cc1,0,-11,i,i,i,6,i,i,i,i,i
CCn1c(C)nc2cc(C(=O)NNS(=O)(=O)c3ccccc3F)ccc21,10,-4,i,i,i,7,i,i,i,i,i
COC(=O)c1ccc(COC(=O)C(CCSC)NC(=O)COc2ccccc2)cc1 (configuration not stated),6,-20,i,i,i,1,i,i,i,i,i

# High-throughput results deposited in PubChem by several laboratories.
